# Salmonella PhoP GFP – PhoP regulon inhibitors, Salmonella typhi PhoP promoter GFP reporter, confirmatory (AID 1850) | Salmonella Typhi PhoP-promoter GFP reporter, fluorescence, 4 h; higher % means a stronger effect | inhibition, % at 50 µM; hits with a dose series show IC50 in µM | actives 0.33% (n = 310,000); in the data active means a potency from the dose series; inconclusive means inhibition mostly from about 25% at the one dose, without a potency; inactive means the rest, 99 in 100 with inhibition below about 19%;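 further: 0% = induced wells with vehicle and 100% = uninduced wells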
# H1N1 NS1A inhibition – H1N1 influenza NS1A inhibitors, functional cell based assay (AID 504329); NS1A functional cell-based assay, percent inhibition; higher % means a stronger effect; inhibition, % at 12.5 µM; hits with a dose series show IC50 in µM; actives 0.3% (n = 340,000); in the data active means a potency from the dose series; inconclusive means inhibition above about 27% without an active follow-up result; further: strong numbers were not always called active
# M. tuberculosis HTS – M. tuberculosis growth inhibition, HTS (AID 449762); inhibition, % at 25 µM, or IC50 in µM where a hit was titrated; M. tuberculosis H37Rv growth inhibition, 7H9 media; higher % means a stronger effect; actives 0.59% (n = 330,000); in the data active means a potency from the dose series; inconclusive means inhibition above about 70% without an active follow-up result;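 further: bacterial growth assessed after seven days of incubation; strong numbers were not always called active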
# inhibitors of VEEV – inhibitors of VEEV TC-83 cytopathic effect, confirmation, Vero cells (AID 588727); Vero cells, VEEV TC-83 cytopathic effect inhibition; higher % means a stronger effect; inhibition, % at 20 µM, or IC50 in µM where a hit was titrated; actives 0.13% (n = 350,000); in the data active means a potency from the dose series; inconclusive means inhibition mostly from about 14% at the one dose, without a potency; inactive means the rest, 99 in 100 with inhibition below about 12%; further: strong numbers were not always called active
# M. tuberculosis – growth inhibition of non-replicating M. tuberculosis (AID 488890). Mycobacterium tuberculosis non-replicating, growth inhibition; higher % means a stronger effect. inhibition, % at 25 µM, or IC50 in µM where a hit was titrated. actives 0.39% (n = 320,000); in the data active means a potency from the dose series; inconclusive means inhibition mostly from about 82% at the one dose, without a potency; inactive means the rest, 99 in 100 with inhibition below about 76%;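 further: plate controls were DMSO cells for no effect and high antibiotic wells for full effect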
# inhibitors of VEEV 10K pilot screen – also measured in inhibitors of VEEV; calls as there; inhibition, %; measured here: 10K pilot screen inhibition
# The depositor's hits bear a star; i = inactive; ? = inconclusive; nt = no result given; & = joins results of further samples.
SMILES,Salmonella PhoP GFP,H1N1 NS1A inhibition,M. tuberculosis HTS,inhibitors of VEEV,M. tuberculosis,others
CCN(CC)CC(=O)Nc1ccc(-c2nc3cc(NC(=O)CN(CC)CC)ccc3o2)cc1,17%,13%,0%,13%,19%,
Cc1ccc2c(c1)[C@H]1[C@H](CO2)[C@H](c2ccccc2)[C@]2(C)C(=O)N(Cc3ccc(F)cc3)CC(=O)N12,nt,10%,0%,3.5%,40%,
CCNC(=O)C(=O)Nc1cc2c3c(c1)CCN3C(=O)CC2,-14%,5%,8%,2.8%,-7%,
O=[N+]([O-])c1ccc(N2CCCCCC2)c([N+](=O)[O-])c1,-20%,15%,nt,1.6%,6%,
O=C1c2[nH]nc(-c3ccccc3O)c2C(c2ccccc2F)N1Cc1ccco1 (centres undefined),-13%,8%,nt,7.6%,-3%,
O=[N+]([O-])c1[nH]cnc1/C=C/c1ccccc1,14%,-5%,2%,i,17%,
CC(=O)N(C1=C(N2CCOCC2)C(=O)c2ccccc2C1=O)c1ccc(C(=O)O)cc1,14%,0%,-2%,i,68%,
COc1ccc(-c2cn3cccnc3n2)cc1,18%,7%,0%,0.8%,4%,
CC(=O)OC1CCC2(C)C3CCC4(C)C(C(C)=O)CCC4C3CC3OC32C1 (centres undefined),nt,6%,nt,4.9%,nt,
COc1ccc2c(C)nc(N/C(N)=N/S(=O)(=O)c3ccc(C)cc3)nc2c1,10%,0%,27%,5.5%,-8%,
CNC(=O)C(C)N1c2cccc3cccc(c23)S1(=O)=O (centres undefined),0%,-10%,2%,1.4%,-12%,
O=c1[nH]n(CCO)c(=O)c2cccnc12,0%,-26%,5%,1.1%,-8%,
c1ccc2c(c1)C(=Nn1cnnc1)c1ccccc1-2,17%,-4%,-5%,0.5%,22%,
CN1C[C@H](C(=O)N[C@]2(C)O[C@@]3(O)[C@@H]4CCCN4C(=O)[C@H](Cc4ccccc4)N3C2=O)CC2c3cccc4[nH]cc(c34)C[C@H]21 (some centres undefined),-6%&-16%,5%&2%,6%&-6%,0.1%,18%&2%,
CCCn1c(N)c(N2CCCCC2)c(=O)n(CC(=O)Nc2cccc(S(=O)(=O)N(C)C)c2)c1=O,nt,-2%,4%,4.3%,15%,
O=C(c1cc2ccccc2o1)N1CCN(S(=O)(=O)c2ccccc2)CC1,nt,-2%,nt,11%,nt,
O=C1CCN(CCc2ccccc2)CCN1[C@H](CSc1ccc(Br)cc1)Cc1ccccc1,4%,-15%,?,2.2%,39%,
Cc1cccc(C(=O)n2c(=S)nc3ccccn32)c1,-2%,-1%,3%,i,-1%,
N/C(=N\S(=O)(=O)c1cc(C(F)(F)F)cc(C(F)(F)F)c1)c1ccncc1,0%,-13%,2%,i,24%,
Cc1cccc(Nc2c([N+](=O)[O-])ccc3nonc23)c1C,nt,13%,nt,0.4%,nt,
CCOC(=O)C1(CCOc2ccccc2)CCN(Cc2ccc(C(=O)OC)cc2)CC1,-5%,2%,3%,i,30%,
CN(C)CCOC(=O)CCc1ccccc1,-2%,-10%,-11%,1.1%,1%,
CC(C)n1c(SCC(=O)Nc2nncs2)nnc1C1CC1,0%,0%,-10%,i,3%,
CCCCNC(=O)CN1C(=O)c2cccc(N)c2C1=O,nt,1%,nt,1.2%,nt,
O=C(NCc1cccnc1)[C@@H]1CC=C[C@@H]2CCN(Cc3ccccc3)C(=O)[C@@H]21,0%,-9%,-5%,4.2%,-11%,
COc1ccc2c(c1)cc(C)c1nnc(SCC(=O)N(C)c3nc(-c4ccccc4)cs3)n12,-1%,1%,4%,7.5%,10%,
CCN(CC)C(=S)Nc1ccc(Cl)c(Cl)c1,18%,5%,8%,0.9%,-9%,
CS(=O)(=O)N(CC(=O)N1CCN(c2ccccc2)CC1)c1ccccc1Cl,3%,3%,-7%,0.3%,7%,
O=[N+]([O-])c1ccc(N2CCN(c3cccc(Cl)c3)CC2)cn1,12%,8%,13%,i,7%,
O=C(NC(=S)Nc1ccccn1)c1ccc([N+](=O)[O-])cc1,9%,4%,2%,2.1%,-8%,
COc1ccc(C(=O)/C=C/c2ccccc2F)c(OC(=O)c2ccc([N+](=O)[O-])cc2)c1,6%,1%,?,25%,?,
CCN1CCN(CCNC(=O)CCc2c(C)c3c(C)nn(-c4ccccc4)c3n(C)c2=O)CC1,8%,7%,3%,i,23%,
COC(=O)c1ccccc1CON1C(=O)C(C)(C)N(OCc2ccccc2C(=O)OC)C(=O)C1(C)C,5%,22%,-4%,0.7%,0%,inhibitors of VEEV 10K pilot screen=4.3
Cc1nnc(NC(=O)CCCN2C(=O)c3ccccc3C2=O)s1,-2%,-7%,-7%,i,-12%,
Cn1c(-c2ncc(F)cc2F)cc2onc(-c3c(F)cccc3Cl)c2c1=O,nt,6%,0%,0.1%,29%,inhibitors of VEEV 10K pilot screen=1.2
CCCn1c(C)cc(C(=O)COc2ccc(S(=O)(=O)N(CC)CC)cc2[N+](=O)[O-])c1C,-6%,26%,3%,3.2%,20%,
C=CCNC(=O)/C(=C\c1ccc([N+](=O)[O-])cc1)NC(C)=O,0%,0%,1%,1.8%,3%,
CCOc1ccc(S(=O)(=O)n2nc(C)cc2C)c2ccccc12,1%,8%,1%,0.7%,-4%,
Cc1ccc(Oc2nccc(-c3ccc(Cl)cc3)n2)cc1,1%,-3%,1%,3.8%,37%,
CC(C)C(=O)Nc1cccc(C(=O)Nc2nncs2)c1,19%,-4%,-8%,3.7%,0%,
S=C1NC2(CCCCCC2)N=C1c1ccccc1,5%,6%,1%,0.1%,18%,
Cc1cc(=O)[nH]c(N/N=C/c2cn(CCC#N)nc2-c2ccccc2)n1,1%,-5%,2%,1.4%,8%,
O=C(Nc1nccs1)c1ccc([N+](=O)[O-])cc1,15%,11%,-5%,0.5%,59%,
C=CCNC(=O)CSc1nnc(-c2ccc(S(=O)(=O)N3CCCC3)cc2)n1C,-2%,2%,4%,1.8%,-6%,
CC(=O)c1cc2c(cc1NC(=O)CCCC(=O)O)OCO2,4%,5%,-1%,1.2%,-6%,
O=C(COc1ccccc1[N+](=O)[O-])N(C1CCCCC1)C1CCS(=O)(=O)C1 (centres undefined),-5%,-3%,4%,2.1%,10%,
CCOc1ccc(NC(=O)CN(C)C(=O)C2CC(=O)N(c3ccc4c(c3)OCCO4)C2)cc1OCC (centres undefined),-3%,-5%,3%,0.8%,7%,
O=C(Nc1cccc(NC(=O)c2ccco2)c1)c1ccc([N+](=O)[O-])cc1,6%,1%,0%,0.2%,3%,
O=C(c1cc2ncc(CCCl)cn2n1)N1CCCCCC1,-6%,-2%,-2%,1.2%,-11%,
Cc1ccc(N=c2c([N+](=O)[O-])nn(-c3ccc4c(c3)OCCO4)n2O)cc1F,-3%,1%,7%,1.7%,3%,
CC(CCc1ccccc1)NC(=O)COC(=O)c1cccc(N(C)C)c1 (centres undefined),11%,4%,2%,1.0%,26%,
CCNC(=O)/C(=C\c1ccc2c(c1)OCO2)NC(=O)c1ccc(Br)cc1,12%,-10%,nt,0.5%,nt,
Cc1oc(-c2ccc(Cl)cc2)nc1CS(=O)CC(=O)NC(C)c1ccccc1 (centres undefined),8%,8%,8%,1.3%,41%,
CN(C)c1ccc(NC(=O)C2C3C=CC(C3)C2C(=O)O)cc1 (centres undefined),-2%,26%,8%,0.4%,0%,
C/C(=N\Nc1nc(C(=O)O)cs1)c1ccccc1,1%,nt,13%,nt,-22%,
O=C(COc1ccc(Cl)cc1)Nc1cccc(-c2ccc3nncn3n2)c1,28%,13%,-3%,8.0%,63%,
CCOC(=O)Cc1nnc(NC(=O)C23CC4CC(CC(C4)C2)C3)s1,7%,13%,-2%,0.5%,68%,
CCOC(=O)c1c(C)[nH]c(C(=O)CC(=O)OC)c1C,2%,11%,4%,1.3%,4%,
COc1ccc(N(C(=O)c2ccco2)S(=O)(=O)c2ccccc2)cc1,8%,5%,0%,0.1%,3%,
CC(=O)CC1=NC(C)(C)Cc2ccccc21,4%,6%,22%,1.5%,1%,
# More results follow.
SMILES,Salmonella PhoP GFP,H1N1 NS1A inhibition,M. tuberculosis HTS,inhibitors of VEEV,M. tuberculosis,others
CCC(=O)N1CCN(c2nc(-c3ccccc3)c3c(c2C#N)CCCC3)CC1,-10%,-6%,5%,9.0%,24%,
O=C1CC(c2ccccc2)c2cccc(F)c21 (centres undefined),0%,-2%,9%,0.9%,4%,
O=C(O)c1cccnc1SC1CC(=O)N(Cc2ccccc2)C1=O (centres undefined),-15%,0%,-6%,0.8%,64%,
COc1ccc(-c2nc(CS(=O)(=O)CC(=O)NCCCc3ccccc3)c(C)o2)cc1,-3%,3%,0%,1.8%,-1%,
OCCC1CN(Cc2cccn2-c2nccs2)CCN1CCc1ccccc1 (centres undefined),-3%,-8%,-2%,i,34%,
N/C(=N\OC(=O)c1cccs1)C1(c2ccc(Cl)cc2Cl)CC1,1%,8%,0%,1.1%,41%,
Oc1c(Br)cc(Br)cc1CNc1ccccn1,30%,11%,-12%,1.6%,-2%,
Cc1ccc(C(=O)CSc2nnc(-c3ccccc3N)n2C)cc1,5%,4%,-3%,0.0%,18%,
COc1ccc(/C=N/N=C2\CC3CCC2(C)C3(C)C)cc1O (centres undefined),8%,-2%,-7%,1.6%,-14%,
CCSC1=N/C(=C\c2cccnc2)C(=O)N1c1ccccc1,-5%,-8%,12%,1.8%,18%,
CC1(c2ccc(C#N)cc2)NC(=O)N(CC(=O)Nc2cc(S(=O)(=O)N3CCOCC3)ccc2Cl)C1=O (centres undefined),-19%,-1%,4%,1.5%,2%,
COc1cnn(-c2cc(Oc3ccc(C)cc3)ncn2)c(=O)c1Cl,4%,-5%,-4%,1.4%,-1%,
O=C(CSc1nccc(=O)[nH]1)NC1CCCc2ccccc21 (centres undefined),-9%,5%,-1%,i,3%,
COCCCN=C1NN=C(c2cc(C)n(Cc3ccco3)c2C)CS1,1%,-5%,61µM*,31%,?,
Cc1ccc(NC(=O)NNS(=O)(=O)c2ccc(Br)cc2)cc1,-1%,-1%,3%,0.1%,-9%,
CCSC1=NCCN1C(=O)c1ccc(S(=O)(=O)N(C)C)cc1,-5%,-6%,-3%,0.7%,8%,
CC(=O)c1ccc(NC(=O)CN2CCN(c3ccccc3)CC2)cc1,-2%,-10%,-6%,1.7%,0%,
COc1ccccc1NC(=O)c1ccc(-c2ccccc2[N+](=O)[O-])o1,-4%,-19%,48%,8.6%,25%,
C=CCOc1ccc(C2C(C#N)=C(N)N(N(C)C)C3=C2C(=O)CCC3)cc1 (centres undefined),7%,-17%,3%,1.1%,-9%,
O=S(=O)(c1ccc2c(c1)OCCO2)N1CCN(S(=O)(=O)c2c(F)cc(F)cc2F)CC1,nt,-6%,12%,i,-12%,

# By substructure, those above with an NH in an aromatic ring.
SMILES,Salmonella PhoP GFP,H1N1 NS1A inhibition,M. tuberculosis HTS,inhibitors of VEEV,M. tuberculosis,others
O=C1c2[nH]nc(-c3ccccc3O)c2C(c2ccccc2F)N1Cc1ccco1 (centres undefined),-13%,8%,nt,7.6%,-3%,
O=[N+]([O-])c1[nH]cnc1/C=C/c1ccccc1,14%,-5%,2%,i,17%,
O=c1[nH]n(CCO)c(=O)c2cccnc12,0%,-26%,5%,1.1%,-8%,
CN1C[C@H](C(=O)N[C@]2(C)O[C@@]3(O)[C@@H]4CCCN4C(=O)[C@H](Cc4ccccc4)N3C2=O)CC2c3cccc4[nH]cc(c34)C[C@H]21 (some centres undefined),-6%&-16%,5%&2%,6%&-6%,0.1%,18%&2%,
Cc1cc(=O)[nH]c(N/N=C/c2cn(CCC#N)nc2-c2ccccc2)n1,1%,-5%,2%,1.4%,8%,
CCOC(=O)c1c(C)[nH]c(C(=O)CC(=O)OC)c1C,2%,11%,4%,1.3%,4%,
O=C(CSc1nccc(=O)[nH]1)NC1CCCc2ccccc21 (centres undefined),-9%,5%,-1%,i,3%,

# (more compounds)
SMILES,Salmonella PhoP GFP,H1N1 NS1A inhibition,M. tuberculosis HTS,inhibitors of VEEV,M. tuberculosis,others
Cc1ccc(NS(=O)(=O)c2c(C)[nH]c(C)c2C(=O)N2CCCC2)cc1Cl,1%,-5%,-8%,i,13%,
COC1=C(N)C(=O)c2nc(-c3nc(C(=O)O)c(C)c(-c4ccc(OC)c(OC)c4O)c3N)ccc2C1=O,2%,nt,?,nt,72%,
Cc1ccc2c(c1)N(CC(=O)NCCCN1CCCCC1)C(=O)CO2,11%,2%,7%,i,8%,
Cc1ccn(C(=O)c2cc3c(C)nn(-c4ccccc4)c3s2)n1,-2%,-10%,-1%,0.8%,17%,
CCCn1c(SCC(=O)NCc2ccc3c(c2)OCO3)n[nH]c1=O,nt,-15%,4%,1.6%,-3%,
Cc1ccc(C)c(NC(=O)CN(C)C(=O)c2cccc(S(=O)(=O)N3CCCC3)c2)c1,nt,-4%,nt,9.6%,nt,

# Screening data deposited in PubChem by Southern Research Specialized Biocontainment Screening Center.
